HSF1 inh – HSF1 inhibition; actives 0.77% (n = 300,000); activity change, negative = inhibition, % at 7.5 µM (by protocol); NIH3T3-HGL HSE-luciferase, MG132-induced, luminescence 8 h; stronger effect = lower value;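 active = more than half of replicate wells show activity change below -50%, luminescence cut by over half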;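 note: luciferase reports HSF-1 transcriptional activity via heat shock element; 0% = median of DMSO wells and -100% = zero luminescence signal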
HSF1 activator – increases HSF-1 driven luciferase reporter signal. AID 504408. activation, % at 9 µM. actives 1.7% (n = 300,000). NIH3T3-HGL HSF-1 luciferase reporter, MG132, 8 h; 100% = twice DMSO control signal;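 active = mean replicate activation of at least 50% with a set share of replicates each reaching 50%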;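 note: 0% = median of the neutral control wells and 100% = twice that signal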
IEC-6 tox – kills IEC-6 intestinal cells in KLF5 counter-screen; actives 0.78% (n = 290,000); inhibition, % at 5 µM; IEC-6 cytotoxicity, luminescence viability; in the data active = inhibition above about 22%;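 note: 0% = plate median of test compound wells and 100% = cytotoxic reference compound wells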
HSP90 refold inh – blocks HSP90-mediated luciferase refolding in reticulocyte lysate | AID 1789 | inhibition, % at 5.6 µM | Rabbit reticulocyte lysate, luciferase refolding luminescence, 3 h | actives 0.91% (n = 290,000);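 active = inhibition above the screen-wide mean plus 3 SD, computed separately per campaign, cut at about 16% in these data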;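 note: 0% = DMSO wells and 100% = 60 µM geldanamycin wells; inhibitors lower the luminescence because luciferase stays unfolded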
aSyn UTR inh – 5' untranslated region of α-synuclein, MLPCN primary screen. actives 0.82% (n = 300,000). AID 1813. inhibition, % (tested at 7.5 µM). alpha-synuclein 5'UTR reporter, inhibitor activity; in the data active = inhibition above about 60%;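 note: H4 neuroglioblastoma cells stably carrying SNCA 5'UTR luciferase fusion; 0% = DMSO wells and 100% = positive control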
HIF activator – HIF pathway transcriptional activation; activation, % at 7.5 µM (by protocol); AID 1910; U2OS HRE-luciferase reporter, luminescence; normalized: DMSO 0%, desferrioxamine 100%; actives 0.32% (n = 300,000);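 active = mean activation of at least 10% of the iron chelator positive control signal, with at least half of replicates also reaching 10%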
KLF5 inhibitor – suppresses KLF5 promoter-driven expression; actives 0.23% (n = 290,000); AID 1700; inhibition, % at 5 µM; DLD-1 KLF5 promoter-luciferase reporter, luminescence;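 active = inhibition above a per-plate limit of that plate's mean compound inhibition plus 3 SD, cut at about 60% in these data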;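 note: 0% = DMSO wells and 100% = LY294002 at 200 µM; higher means less KLF5 promoter-driven luciferase light; inactives centre near -14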
AI-2 QS mod – modulates the Vibrio harveyi AI-2 quorum sensing system; activity change, % at 7.5 µM; actives 0.4% (n = 300,000); Vibrio harveyi JMH597 AI-2 luminescence/OD600 ratio, 9 h; stronger effect = lower value; strain lacks LuxN and CqsS sensors; 0 = neutral-control median; AID 2094; in the data active = activity change below about -75%, passing the limit was not always enough;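 note: luminescence divided by OD600 gain over 9 h not by final OD600 alone; inactives centre near 13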
GSK3beta inhib – blocks human GSK3beta kinase activity; P49841; GST-GSK3beta kinase, ADP-Glo luminescence, 60 min; stronger effect = lower value; activity score (negative = inhibition), % at 10 µM; actives 0.038% (n = 300,000); AID 2097;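 active = more than half of replicate wells score below -50%, meaning over 50% inhibition versus plate controls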;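 note: 0% = median DMSO wells and -100% = median GW8510 positive control wells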
Target sequence (P49841 whole entry, looked up): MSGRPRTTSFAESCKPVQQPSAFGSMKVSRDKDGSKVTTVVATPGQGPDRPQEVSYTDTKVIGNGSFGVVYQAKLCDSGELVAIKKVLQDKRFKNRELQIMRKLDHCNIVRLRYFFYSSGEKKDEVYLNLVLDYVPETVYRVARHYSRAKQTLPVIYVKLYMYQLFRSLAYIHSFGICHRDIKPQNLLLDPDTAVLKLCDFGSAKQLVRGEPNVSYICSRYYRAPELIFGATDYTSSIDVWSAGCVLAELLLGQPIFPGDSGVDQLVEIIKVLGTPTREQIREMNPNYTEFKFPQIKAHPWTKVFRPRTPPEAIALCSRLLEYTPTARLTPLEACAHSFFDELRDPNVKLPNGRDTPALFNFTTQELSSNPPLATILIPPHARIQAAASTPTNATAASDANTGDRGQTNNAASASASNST
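Test system: GST-tagged human GSK3beta kinase, cell-free; evaluation: activity score scaled between in-plate DMSO and GW8510 controls; measured by: ADP-Glo luminescence; incubation: 60 min reaction, RT; benchmarks: DMSO and 20 µM GW8510; reagent: peptide substrate plus 25 µM ATP (final); medium: Tris/MgCl2 kinase buffer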
GSK3A inh – human GSK-3 alpha kinase inhibition; P49840; AID 2650; actives 0.1% (n = 320,000); ADP-Glo luminescence, 60 min; inhibition, % at 10 µM;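 in the data active = inhibition above about 50%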;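 note: GST-tagged GSK-3 alpha with peptide substrate and 25 µM ATP; 0% = DMSO neutral wells and 100% = GW8510 positive control wells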
Target sequence (P49840 whole entry, looked up): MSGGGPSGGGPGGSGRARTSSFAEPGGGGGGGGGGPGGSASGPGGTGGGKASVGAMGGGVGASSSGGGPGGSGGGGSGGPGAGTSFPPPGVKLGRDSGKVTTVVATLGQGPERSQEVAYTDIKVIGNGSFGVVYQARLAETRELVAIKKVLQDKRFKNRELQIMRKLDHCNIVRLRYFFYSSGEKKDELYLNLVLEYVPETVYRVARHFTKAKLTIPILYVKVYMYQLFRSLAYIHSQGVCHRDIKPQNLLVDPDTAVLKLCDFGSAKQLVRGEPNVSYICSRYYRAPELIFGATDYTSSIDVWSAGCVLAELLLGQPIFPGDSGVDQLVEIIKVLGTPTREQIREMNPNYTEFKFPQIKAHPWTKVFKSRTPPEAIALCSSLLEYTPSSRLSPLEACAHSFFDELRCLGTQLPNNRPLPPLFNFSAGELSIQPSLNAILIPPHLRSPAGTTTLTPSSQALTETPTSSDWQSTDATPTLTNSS
* hit, by the source's call; / = no result given.

SMILES	HSF1 inh	HSF1 activator	IEC-6 tox	HSP90 refold inh	aSyn UTR inh	HIF activator	KLF5 inhibitor	AI-2 QS mod	GSK3beta inhib	GSK3A inh
NC(=O)C(=O)N/N=C/c1c[nH]c2ccc(Br)cc12	1	-12	1	-3	4	-0.8	-23	0	3	-2
COc1ccc(CCNC(=O)C2CC(c3ccccc3[N+](=O)[O-])=NO2)cc1 (stereo unspecified)	27	14	1	-2	-95	8.1	-11	11	1	0
CC(NC(=O)c1ccccc1Cl)NC(=O)c1ccccc1Cl	-2	-5	-1	3	-6	-0.1	-27	7	1	-2
COc1ccc(C(=O)Cn2c(=O)c(CCC(=O)O)nn3c4ccccc4nc23)cc1OC	3	-3	-1	0	-11	0.0	-50	1	-2	0
CNC(=O)/C(C#N)=C1/SC(Cc2ccc(F)cc2)C(=O)N1c1ccccc1 (stereo unspecified)	10	28	0	5	1	-0.3	-35	-3	-1	4
O=C(Nc1ccc(S(=O)(=O)Nc2nccs2)cc1)c1ccc(N2C(=O)c3ccccc3C2=O)cc1	3	13	-2	-1	-9	-0.5	-16	4	1	3
CC(C)C(=O)Nc1ccc(C(=O)NNC(=O)NC2CCCCC2)cc1	-2	13	4	2	-9	-1.0	-5	7	3	1
CCOc1ccc(CCNC(=O)CN2C(=O)CCSc3ccccc32)cc1OCC	-1	-2	0	-2	7	-0.2	-5	25	-2	-3
N#CC1=C(N)Oc2cc(O)ccc2C1c1cccnc1 (stereo unspecified)	1	-2	-4	0	2	-0.4	-12	8	1	2
CCOC(=O)C1CCN(C(=O)c2ccc3nc(-c4ccc(OC)cc4)c(-c4ccc(OC)cc4)nc3c2)CC1	-2	-3	-4	0	13	-1.2	-11	11	2	0
CC(C)N1CCC(N2CCN(Cc3ccc4nsnc4c3)CC2CCO)CC1 (stereo unspecified)	0	-2	-1	2	-10	-0.5	-13	-3	1	8
O=C(Nc1cccc(Cl)c1Cl)C1CCN(c2ncccn2)CC1	-9	-5	-6	-1	4	0.1	-13	13	1	-2
Cc1ccc(-c2noc(C3CCCN(C(=O)c4ccc(Cl)cc4)C3)n2)o1 (stereo unspecified)	25	38	-2	2	-39	0.5	-17	16	-1	5
Cc1onc(-c2ccccc2Cl)c1C(N)=O	-4	3	1	-3	-5	-0.2	11	14	5	-3
O=C(COC(=O)c1ccc([N+](=O)[O-])cc1)Nc1cccnc1Cl	-1	-1	0	-5	22	-0.5	-7	40	-1	-2
Cc1ccc(C)c(OCc2nc3ccc(S(=O)(=O)Nc4c(C)n(C)n(-c5ccccc5)c4=O)cc3[nH]2)c1	3	3	-4	5	-5	-0.9	-9	30	1	-1
C=CCn1c(COc2ccc(Cl)cc2)nnc1SCC(=O)Nc1ccc(S(N)(=O)=O)cc1	-5	-5	2	3	18	0.5	-19	16	0	2
CCOC(=O)N1CCC(NC(=O)CC2C(=O)NCCN2Cc2ccccc2)CC1 (stereo unspecified)	-2	-19	1	1	6	-0.3	-19	34	2	1
CC1=CCC(Cc2nc3ccccc3o2)C1(C)C (stereo unspecified)	-2	1	1	-2	-25	1.4	-3	13	3	1
COc1ccc(NC(=O)C2(c3cccs3)CCOCC2)cc1	-5	-3	4	-2	3	-0.1	-5	9	-2	-2
C=CCN(C(=O)c1csnn1)C(C(=O)NCc1ccc(F)cc1)c1ccccc1F (stereo unspecified)	-4	1	0	-3	-29	0.0	10	29	1	-4
C1CN(c2nc(N3CCOCC3)nc(N3CCOCC3)n2)CCO1	15	16	-2	1	7	-0.1	-1	6	0	1
CCc1cc2c(NCCN3CCCCC3)ncnc2s1	1	-5	-5	1	13	-0.8	-42	17	-3	/
O=S(=O)(NCc1ccco1)c1ccc(Cl)nc1	-4	1	-5	-3	17	0.0	-44	6	-2	-3

The closing four records of the part before are carried over, then new ones follow.
SMILES	HSF1 inh	HSF1 activator	IEC-6 tox	HSP90 refold inh	aSyn UTR inh	HIF activator	KLF5 inhibitor	AI-2 QS mod	GSK3beta inhib	GSK3A inh
C=CCN(C(=O)c1csnn1)C(C(=O)NCc1ccc(F)cc1)c1ccccc1F (stereo unspecified)	-4	1	0	-3	-29	0.0	10	29	1	-4
C1CN(c2nc(N3CCOCC3)nc(N3CCOCC3)n2)CCO1	15	16	-2	1	7	-0.1	-1	6	0	1
CCc1cc2c(NCCN3CCCCC3)ncnc2s1	1	-5	-5	1	13	-0.8	-42	17	-3	/
O=S(=O)(NCc1ccco1)c1ccc(Cl)nc1	-4	1	-5	-3	17	0.0	-44	6	-2	-3
CC(=O)Nc1sc2c(c1C(N)=O)CCCC2	-3	-3	-3	2	4	-0.5	-33	26	-2	13
CC1=[N+]([O-])C(C)(C)N(O)C1(C)C	-1	5	0	2	15	-0.1	-16	22	2	1
CCOC(=O)N1CCN(C(=O)C2CCCN(c3nc4ccc(OCC)cc4s3)C2)CC1 (stereo unspecified)	3	0	10	6	-17	0.3	-41	18	-5	-2
CN(CC1CCCN(CCc2ccc(Cl)cc2)C1)C(=O)C(=O)c1ccco1 (stereo unspecified)	2	5	9	0	14	0.5	-11	13	0	-1
C/C(CC(=O)N1CCN(C=O)CC1)=N\NC(=O)c1ccc([N+](=O)[O-])cc1	0	17	0	0	-20	-0.2	2	11	-1	-1
O=[N+]([O-])c1cccc(-c2csc(CS(=O)(=O)Cc3ccco3)n2)c1	8	16	4	2	23	0.0	-14	23	2	0
Cc1cccc2sc(NS(C)(=O)=O)nc12	11	6	3	0	-26	0.0	-49	25	3	-5
Oc1ccc(N2CCN(Cc3cc4c(cc3Br)OCCO4)CC2)cc1	-4	-13	-9	-7	-5	1.9	-18	11	-2	-3
O=C(CSc1c2c(nc3ccccc13)CCC2)N1CCCC1	7	22	2	0	-24	-0.2	-16	16	5	0
COc1ccc(NC(=O)CSc2ccc3nnc(-c4ccccn4)n3n2)c(OC)c1	-5	-6	-3	-2	-7	-0.2	-26	11	-1	1
CCn1c(SCc2ccccc2)nc2cc(OC)c(OC)cc2c1=O	3	-1	-3	1	21	0.1	13	10	-1	1
COc1ccc(NCC(=O)N2CCCC2)cc1Cl	3	-4	-10	-1	-44	4.7	-11	17	4	2
Cn1c(SCC(=O)N2CCc3ccccc32)nnc1-c1ccc(S(=O)(=O)N2CCCC2)cc1	1	13	-6	2	7	-0.1	-5	13	2	-1
Oc1ccc(/C=N/Nc2ccc(C(F)(F)F)cn2)cc1	45	86*	-2	-1	-280	5.1	-134	19	-13	6
Oc1ccc2ccccc2c1/C=N/c1nccs1	-2	-4	0	0	7	-1.1	-19	23	0	1
Cc1ccccc1C(=O)Nc1cccc(NC(=O)c2ccc(-c3ccc(Br)cc3)o2)c1	-2	-14	2	0	-27	0.4	-2	9	2	0
O=C(CCl)N(CCCNC(=O)C(F)(F)F)c1ccc([N+](=O)[O-])cc1	-4	6	-8	-2	-12	-0.2	-19	85	-2	-1
CCCC(=O)N1CCN(c2ccc(NC(=O)C(C)(C)C)cc2)CC1	3	-4	-4	1	2	-0.3	-20	16	-5	2
CCN(CC)S(=O)(=O)c1cc(NC(=O)CN2C(=O)NC3(CCCc4ccccc43)C2=O)ccc1C (stereo unspecified)	-3	-5	4	-3	-20	0.0	-4	7	-2	-2
COc1ccc(S(=O)(=O)N2CCc3ccccc3C2)cc1	6	22	-9	3	-20	0.5	-29	20	1	-2
CC1CCN(CC(=O)Nc2cccc(Cl)c2)CC1	-7	10	2	-1	10	0.5	-2	26	3	1
CSc1cc(N2CCOCC2)nc(-c2ccccc2Cl)n1	0	7	13	2	5	-0.4	-6	20	-6	6
COc1ccc(/C=N\NC(=O)c2ccccc2OC)cc1COc1ccccc1C	4	5	-6	6	3	0.3	-15	16	-1	0
CCCC(C)C(=O)Nc1ccncc1 (stereo unspecified)	1	-19	9	1	4	0.0	-19	26	0	-1
O=C(Nc1ccn(Cc2ccccc2)n1)c1cccc(Cn2cc([N+](=O)[O-])cn2)c1	4	20	3	-9	-19	1.6	-17	-29	-3	-1
CCOC(=O)c1ccc(NC(=O)Nc2ccc3c4c(cccc24)C(=O)N3CC)cc1	-28	-30	-2	0	-19	-0.2	-13	9	3	-3
Cc1ccsc1-c1nc(CN2CCN(C)C(=O)[C@@H]2C)c(C)o1	-3	-6	6	3	-18	-1.4	3	14	2	-1
Cc1nc2ccccn2c1C(=O)CSc1cccc(Cl)c1	19	3	-5	-1	2	0.3	-38	1	1	0
Cc1cc(OCC(=O)Nc2ccccc2F)nc(C(C)C)n1	-6	10	0	-1	3	/	-38	24	4	1
CCCc1cc2c(=O)c(-c3ccc4c(c3)OCCO4)coc2cc1OC(=O)c1ccco1	33	64*	4	3	-287	0.3	-29	1	-1	-1
CN1CCN(c2ccc([N+](=O)[O-])cc2/C=N/NC(=O)c2ccc(F)cc2)CC1	-2	-7	2	1	-18	-0.3	15	20	0	/
O=C(NNc1nc(N2CCOCC2)nc(N2CCOCC2)n1)Nc1ccc(Cl)cc1	-1	-2	2	0	14	-0.6	16	3	-4	-2
COC(=O)c1ccc(NC(=O)c2ccccc2-c2ccccc2C(=O)O)cc1	-7	-8	-2	3	4	-0.2	4	6	2	-4
Cc1ccc(S(=O)(=O)Nc2cc(C(=O)O)ccc2N2CCCCC2)cc1	/	/	-2	3	/	/	6	4	2	0
CCOC(=O)c1ccc(NC(=O)C2=C(C)Nc3nc(CCCO)nn3C2c2ccc(OC)cc2)cc1 (stereo unspecified)	-4	-8	1	-3	0	-0.4	5	8	0	-5
COc1ccccc1Cn1cccc1C=O	-5	9	-1	4	-28	0.7	5	53	2	-3
COc1ccccc1Cc1nc(-c2ccc(Br)o2)no1	15	27	7	0	-50	1.9	-13	9	-3	/
CCN(CC)S(=O)(=O)c1cccc(NC(=O)c2ccc(C#N)cc2)c1	-3	-11	6	1	18	-1.6	-6	18	-2	-1
Cc1c(C(=O)NCCCN2CCOCC2)oc2c1C1(CCC2)SCCS1	-3	-10	7	-3	-70	0.8	-46	11	-9	0
O=C(/C=C/Nc1ccccc1)c1ccccc1	45	88*	-1	-1	-33	1.5	-63	4	1	1
O=C(NC(=O)c1ccc(C(F)(F)F)cc1)Nc1ccc(-c2cnco2)cc1	-29	-43	1	6	17	0.6	4	17	3	-2
COc1ccc(S(=O)(=O)N2CCN(C)CC2)cc1NC(=O)c1ccccc1F	-1	6	4	-4	16	-0.2	-25	31	3	-4
O=C(NC(NC(=S)Nc1ccccc1O)C(Cl)(Cl)Cl)c1ccco1 (stereo unspecified)	8	31	7	5	-51	0.5	-9	10	4	-2
CNC(=S)N(CCO)Cc1cc2cc3c(cc2[nH]c1=O)OCCO3	0	1	1	4	8	1.9	-21	1	1	2
CCOC(=O)CNC(=O)c1sc(NC(=O)/C=C/c2ccccc2)nc1C	-4	-2	10	3	-12	1.5	-29	-19	-2	-2

From PubChem
